# From PubChem
# Platelet DG rel = modulates dense granule release in human platelets. AID 1663. actives 0.22% (n = 300,000). inhibition, %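 (compounds screened at 7.5 µM in platelet-rich plasma)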. human platelet-rich plasma, SFLLRN dense granule ATP release, luminescence;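 active = mean replicate score, as percent of positive control, at or above 50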
# KCNK3 inh = human KCNK3 channel inhibition, primary screen | actives 0.84% (n = 340,000) | AID 602410 | O14649 | B-score at 10 µM | CHO-KCNK3 thallium flux, FluxOR fluorescence; stronger effect = lower value;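 active = B-score under library mean minus 4 SD, starting fluorescence ratio at most library mean plus 5 SD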;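 note: more negative B-score means stronger inhibition of thallium flux through KCNK3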
# Dyrk1A ADPGlo = Dyrk1A (rat) kinase inhibition. inhibition, % at 12.5 µM. actives 0.43% (n = 310,000). AID 504441. ADP-Glo luminescence, NFATc1 peptide; in the data active = inhibition above about 50%;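 note: plate controls were vehicle with enzyme for no effect and no enzyme for full effect; many of its hits are not listed in these tables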
# TRPC4 PAM = TRPC4 (mouse) allosteric potentiation. Q9QUQ5. HEK293 TRPC4beta/mu-opioid, DAMGO EC20, Fluo-4 Ca2+ flux; stronger effect = higher value. B-score at 10 µM. actives 0.42% (n = 310,000). AID 2227;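 active = B-score of calcium response area above 5 SD of library B-scores, with initial fluorescence ratio within 5 SD of library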;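 note: B-score of integrated fluorescence ratio over time as area under calcium response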
# Target sequence (Q9QUQ5 whole entry, looked up): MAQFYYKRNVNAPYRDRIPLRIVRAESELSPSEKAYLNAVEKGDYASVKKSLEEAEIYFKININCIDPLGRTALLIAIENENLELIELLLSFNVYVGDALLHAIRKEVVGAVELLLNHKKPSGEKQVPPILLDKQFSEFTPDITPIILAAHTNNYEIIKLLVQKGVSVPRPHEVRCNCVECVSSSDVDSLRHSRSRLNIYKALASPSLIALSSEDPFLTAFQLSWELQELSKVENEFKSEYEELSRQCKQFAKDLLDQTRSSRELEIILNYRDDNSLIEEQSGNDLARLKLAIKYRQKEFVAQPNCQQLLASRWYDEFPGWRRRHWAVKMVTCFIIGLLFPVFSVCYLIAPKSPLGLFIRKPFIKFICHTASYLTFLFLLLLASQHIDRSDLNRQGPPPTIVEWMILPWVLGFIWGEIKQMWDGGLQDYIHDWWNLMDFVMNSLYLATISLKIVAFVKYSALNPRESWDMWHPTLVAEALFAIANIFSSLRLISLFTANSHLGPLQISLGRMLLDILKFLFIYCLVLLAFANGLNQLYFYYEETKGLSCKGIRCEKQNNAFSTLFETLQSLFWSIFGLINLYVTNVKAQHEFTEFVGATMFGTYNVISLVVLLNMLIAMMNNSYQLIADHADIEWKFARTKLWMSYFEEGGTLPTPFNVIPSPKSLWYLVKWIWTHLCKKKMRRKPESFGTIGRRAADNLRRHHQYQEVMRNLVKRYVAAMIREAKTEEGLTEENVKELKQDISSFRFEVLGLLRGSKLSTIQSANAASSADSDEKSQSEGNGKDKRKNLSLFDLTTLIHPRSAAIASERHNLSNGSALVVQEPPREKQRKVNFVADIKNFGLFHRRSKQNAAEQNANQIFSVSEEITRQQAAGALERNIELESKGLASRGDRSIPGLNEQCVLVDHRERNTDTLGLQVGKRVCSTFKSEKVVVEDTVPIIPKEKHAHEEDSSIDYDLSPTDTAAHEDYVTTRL
# hERG rescue = shields human hERG channel from block by proarrhythmic agents; Q12809; CHO-hERG, FluxOR thallium flux, dofetilide IC70 present; activation (rescue from dofetilide block), less the hit threshold, % at 10 µM; actives 0.51% (n = 310,000); AID 1511;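 active = activation above the mean of controls blocked by dofetilide plus 5 SD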;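 note: thallium influx through hERG after potassium depolarization seen as dye fluorescence rise; in these data hits start at about 4.7%; inactives centre near -7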
# KCNK9 inh = human KCNK9 channel inhibition. B-score at 10 µM. HEK293 KCNK9, FluxOR thallium flux fluorescence; stronger effect = lower value. Q9NPC2. actives 1.2% (n = 310,000). AID 488922;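 active = ratio B-score over 3 SD below the library mean, with starting fluorescence within 5 SD of its mean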;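 note: negative B-score means less thallium flux so channel inhibition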
# TRPC4 block = TRPC4 (mouse) channel inhibition | HEK293 TRPC4beta/mu-opioid, DAMGO-evoked Fluo4 calcium flux; stronger effect = lower value | B-score at 10 µM | actives 0.39% (n = 300,000) | AID 2247;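 active = B-score over 3 SD under the library average, no early fluorescence shift, positive overall ratio signal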
#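 Material: HEK293 cells with stable TRPC4beta plus mu-opioid receptor expression; probe or stimulus: DAMGO in two steps, submaximal then maximal; technique: Fluo4 calcium fluorescence by kinetic imaging, 5 s 1 Hz baseline; measure: integrated fluorescence ratio relative to baseline, converted to per-well B score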
# KCNQ1 act = human KCNQ1 channel potentiation or activation; P51787; B-score at 10 µM; actives 0.35% (n = 310,000); CHO-K1 KCNQ1, thallium flux FluxOR fluorescence; stronger effect = higher value;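 active = fluorescence ratio B-score, a plate-corrected score, at least three library SD, with initial intensity B-score within 5 SD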
#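 Assay system: CHO-K1 cells stably expressing KCNQ1. Medium: assay buffer for compound exposure, DMSO matched across wells. Timing: 37 °C overnight plating, 90-min dark dye load, 20-min compound pretreatment. Signal: kinetic FluxOR fluorescence, 10 s baseline plus 110 s post-stimulus.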
# TRPC4 act = opens the mouse TRPC4 cation channel; Q9QUQ5; HEK293 TRPC4beta/mu-opioid, Fluo4 calcium fluorescence; stronger effect = higher value; B-score at 10 µM; actives 0.49% (n = 310,000); AID 2237;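 active = B-score above 5 SD of library B-scores, and initial fluorescence ratio not above library mean plus 5 SD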;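 note: positive B-score marks a calcium rise read as TRPC4 activation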
#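 Technique: kinetic Fluo4 calcium fluorescence; Test system: TRPC4beta and mu-opioid receptor HEK293 stable cells; Measure: B-scored integrated calcium fluorescence ratio; Benchmarks: low control buffer alone, high control maximal DAMGO; Schedule: 45 min room-temperature Fluo4 loading, 110 s read.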
# PolyA inhibitor = blocks polyadenylation in yeast reporter cells | actives 0.02% (n = 300,000) | S. cerevisiae SKY197-pL101 polyadenylation reporter, beta-gal luminescence; efflux-impaired pdr1/pdr3 knockout yeast; score 100 = 6 SD above DMSO | calls only at 12 µM;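 active = lowest replicate activity score at least 50, where 100 means six control SD above control mean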;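 note: yeast exposed to compound for 9 h at 30 °C; higher score means more reporter readthrough which indicates perturbed polyadenylation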
# KCNQ1 block = human KCNQ1 channel inhibition. CHO-K1 KCNQ1, FluxOR thallium flux fluorescence; stronger effect = higher value. AID 2642. P51787. actives 1.3% (n = 310,000). B-score at 10 µM;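 active = compounds whose thallium flux B-score, printed positive for inhibition, exceeds three library SD while starting fluorescence stays within three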;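 note: channel opened by potassium depolarization with thallium stimulus after 20 min compound exposure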
# * hit, by the source's call; i = inactive; · = not tested or not shown; & = joins results of further samples. An excerpt, so the mix of outcomes need not match the whole.
# Each structure is followed by: Platelet DG rel, KCNK3 inh, Dyrk1A ADPGlo, TRPC4 PAM, hERG rescue, KCNK9 inh, TRPC4 block, KCNQ1 act, TRPC4 act, PolyA inhibitor, KCNQ1 block
C=CCC(CC)C(=O)NC(=O)N1CCCc2ccccc21 (stereo not given)
  2, i, -4, i, -4, i, i, i, i, i, i
Cc1ccc(COC(=O)c2nn(C)c(=O)c3ccccc23)cc1
  3, i, 1, i, -17, i, i, i, i, i, i
COc1ccc(CNC(=O)C/C(C)=N/NC(=O)C23CC4CC(CC(C4)C2)C3)cc1
  -5, i, 1, i, -7, i, i, i, i, i, i
COC(=O)c1c(NC(=O)c2ccc(C)c(S(=O)(=O)Nc3ccccc3C)c2)sc2c1CCCC2
  -4, i, 2, i, -9, i, i, i, i, i, i
CC(C)Cc1ccc(CN2CCCC(NC(=O)c3cnc4ccccn4c3=O)C2)cc1 (stereo not given)
  -6, i, -2, i, -11, i, i, i, i, i, i
CCN(CC)CCNC(=O)c1ccc(NC(=O)Cc2ccsc2)cc1
  -7, i, -10, i, -7, i, i, i, i, i, i
COc1ccc(C2c3c(ncn(Cc4ccco4)c3=N)Oc3ccc4ccccc4c32)cc1 (stereo not given)
  14, i, 0, i, -15, i, i, i, i, i, i
O=C(CN1CCCCC1)Nc1ccccc1Oc1ccccc1
  ·, i, -9, i, -9, i, -5*, i, i, i, i
O=C(c1cn(-c2ccccc2)nc1-c1cccs1)N1CCN(c2ccc(F)cc2)CC1
  1, i, 2, i, -10, i, i, i, i, i, i
COC(=O)c1ccc(N2CCN(C)CC2)c(NC(=O)COc2ccc(C)cc2)c1
  -27, i, 1, i, -8, i, i, i, i, i, i
Cc1ccccc1NC(=O)NCCCN1CCN(c2ccccc2)CC1
  2, i, -3, i, -13, i, i, i, i, i, i
CCc1ccccc1N(CC(=O)NC1CCCCC1)C(=O)CCCC(=O)Nc1ccccn1
  14, i, -5, i, -4, i, i, i, i, i, i
Cc1ccc(C(=O)NC(=S)/C=C2\N(C)c3ccccc3C2(C)C)cc1
  0, i, 1, i, -5, i, i, i, i, i, i
O=C(CN1CCOCC1)Nc1ccccc1Sc1ccccc1
  0, i, -6, i, -11, i, i, i, i, i, i
O=C(Nc1ccc(Cl)cc1)N(Cc1cccs1)Cc1cccs1
  -1, -12*, -8, i, -4, i, i, i, i, i, i
Cc1ccc(N2C(=O)CCC(C(=O)O)C2c2cccs2)cc1 (stereo not given)
  1, i, -5, i, -2, i, i, i, i, i, i
O=C(N/N=C/c1cccs1)C1CC(=O)N(c2ccccc2)C1 (stereo not given)
  -1, i, -5, i, -5, i, i, i, i, i, i
COc1cc2[nH]c(=O)n(CCC(=O)NCCCN3CCN(c4ccccc4F)CC3)c(=O)c2cc1OC
  3, i, -6, i, -9, i, i, i, i, i, i
Cc1ccc(C(=O)N/N=C/c2ccc(-c3ccccc3[N+](=O)[O-])o2)cn1
  -10, i, 3, i, -6, i, i, i, i, i, i
CCC(=O)Nc1nc2ccccc2n1Cc1ccc(C)cc1
  -5, i, -6, i, -12, i, i, i, i, i, i
CCC(C(=O)NC(C)(C)C)N(Cc1ccc(F)cc1)C(=O)c1snc(C(N)=O)c1N (stereo not given)
  -3, i, ·, i, -1, i, i, i, i, i, i
CC1=C(C)CC2C(=O)N(Cc3ccccc3)C(=O)C2C1 (stereo not given)
  6, i, ·, i, -4, i, i, i, i, i, i
O=C(NCc1ccccn1)C(=O)NN=C1CCCCCCC1
  -2, i, -3, i, -1, i, i, i, i, i, i
CN1C(=O)[C@@H]2[C@@H]3C[C@@H]([C@H]4ON=C(c5ccc(Cl)cc5Cl)[C@@H]34)[C@@H]2C1=O
  12, i, 3, i, -3, i, i, i, i, i, i
Cc1ccc2c(c1)N(Cc1ccc([N+](=O)[O-])cc1)C=NS2(=O)=O
  -2, i, 2, i, -7, i, i, i, i, i, i
CCc1cc2c(=O)c(-c3nc4ccccc4n3C)c(C)oc2c(CN(CC)CC)c1O
  13, i, -7, i, -6, i, i, i, i, i, i
Cc1nn(-c2ccccc2)c2c1C(O)CC(C)(C)C2 (stereo not given)
  -10, i, 5, i, -4, i, i, i, i, ·, i
CC(=O)c1cccc(S(=O)(=O)N2CCCC(c3nc4c(nnn4Cc4cccc(Cl)c4)c(=O)[nH]3)C2)c1 (stereo not given)
  5, i, 2, i, -11, i, i, i, i, i, i
CC(C(=O)NC1CCCCCC1)c1ccc([N+](=O)[O-])cc1 (stereo not given)
  2, i, 12, i, -1, i, i, i, i, i, i
Cn1c(CNc2ccc(F)cc2)nnc1SCC(=O)NNC(=O)Cc1ccccc1
  -4, i, -1, i, -3, i, i, i, i, i, i
CCOc1ccc(C(=O)Nc2nncs2)cc1OCC
  9, i, 1, i, -6, i, i, i, i, i, i
COC(=O)Nc1ccc2c(c1)N(C(=O)CCN1CCN3CCCC3C1)c1ccccc1CC2 (stereo not given)
  -2&1, i, -2&-1, i, -7&-10, i, i, i, i, i, i
COc1ccc(Cc2nnc(NCCO)[nH]c2=O)cc1
  0, i, -1, i, -2, i, i, i, i, i, i
CC1CCCCN1CCNC(=O)C1CCN(S(=O)(=O)c2cccc3cccnc23)CC1 (stereo not given)
  9, i, -1, i, -5, i, i, i, i, i, i
COC(=O)c1ccc(Oc2ccc(S(=O)(=O)N3CCCCC3)cc2N)cc1
  -2, i, -5, i, -4, i, i, i, i, i, i
COc1cccc(CNC(=O)C2CSC3(C)CCC(=O)N23)c1 (stereo not given)
  -5, i, 8, i, -6, i, i, i, i, i, i
COc1ccc2ccccc2c1CN(C)Cc1ccccc1
  -2, i, 10, i, -3, i, i, i, i, i, i
CCc1ccccc1NC(=O)c1ccc(S(=O)(=O)NCC2CCCO2)cc1 (stereo not given)
  -1, i, 11, i, -9, i, i, i, i, i, i
CCOC(=O)C1CCN(CC(O)COc2ccc(C(C)(C)CC)cc2)CC1 (stereo not given)
  -10, i, 3, i, -10, i, i, i, i, i, i
O=C(Nc1cccc(Cl)c1Cl)c1ccccc1OCC(=O)N1CCOCC1
  15, i, -9, i, -19, i, i, i, i, i, i
Cc1ccc2c(c1)[C@@H]1CN(C)CC[C@@H]1N2S(=O)(=O)c1ccc([N+](=O)[O-])cc1
  1, i, 23, i, -6, i, i, i, i, i, i
CCOc1cc(C(N)=O)cc(OCC)c1OCC
  -2, i, -17, i, -11, i, i, i, i, i, i
Cc1ccc(NC(=O)CCc2c(C)[nH]c(=O)c(C#N)c2C)cc1
  30, i, -3, i, -7, i, i, i, i, i, i
O=C(c1cccc(F)c1)N1C2C=CC(C2)C1(C(F)(F)F)C(F)(F)F (stereo not given)
  1, i, 4, i, -6, i, i, i, i, i, i
O=C(NNc1nc2cc3c(cc2s1)OCCO3)c1ccccc1
  5, i, ·, i, -9, i, i, i, i, i, i

# Some of these compounds in order of their number in Platelet DG rel, lowest first.
structure,Platelet DG rel,KCNK3 inh,Dyrk1A ADPGlo,TRPC4 PAM,KCNK9 inh,TRPC4 block,KCNQ1 act,TRPC4 act,PolyA inhibitor,KCNQ1 block
O=C(c1cccc(F)c1)N1C2C=CC(C2)C1(C(F)(F)F)C(F)(F)F (stereo not given),1,i,4,i,i,i,i,i,i,i
CCOc1ccc(C(=O)Nc2nncs2)cc1OCC,9,i,1,i,i,i,i,i,i,i
Cc1ccc(NC(=O)CCc2c(C)[nH]c(=O)c(C#N)c2C)cc1,30,i,-3,i,i,i,i,i,i,i

# (list continues)
# Each structure is followed by: Platelet DG rel, KCNK3 inh, Dyrk1A ADPGlo, TRPC4 PAM, hERG rescue, KCNK9 inh, TRPC4 block, KCNQ1 act, TRPC4 act, PolyA inhibitor, KCNQ1 block
O=C(COc1ccc(Cl)cc1Cl)NN=C1CCCCC1
  2, i, -5, i, -4, i, i, i, i, i, i
O=C(/C=C/c1ccccc1)NC(NC(=S)Nc1ccc(C(=O)O)cc1)C(Cl)(Cl)Cl (stereo not given)
  2, i, -3, i, -6, i, i, i, i, i, i
COc1ccc(-c2coc3cc(O)ccc3c2=O)cc1
  1, i, 5, i, -6, i, i, i, i, i, i
COc1ccc(OC)c(C2=NOC(C(=O)Nc3c(C)n(C)n(-c4ccccc4)c3=O)C2)c1 (stereo not given)
  -1, i, -4, i, -7, i, i, i, i, i, i
COc1ccc(-n2c(CNC(=O)c3cc(OC)c(OC)c(OC)c3)n[nH]c2=S)cc1
  -6, i, 0, i, -11, i, i, i, i, i, i
COC(=O)C(C)Oc1cc(C)ccc1COc1ccc(-n2nc(C)n(C(F)F)c2=O)cc1 (stereo not given)
  -1, i, -17, i, -8, i, i, i, i, ·, i
O=c1oc2cc(O)ccc2c2c1CCCC2
  4, i, 36, i, -24, i, i, i, i, i, i
Cc1nonc1NC(=O)OC1CCCCC1
  3, i, 1, i, -8, i, i, i, i, i, i
O=C(Nc1nnc(C2CCCCC2)s1)c1ccco1
  -1, i, 7, i, -4, i, i, i, i, i, i
O=C(CC1OC(=O)c2ccccc21)c1ccco1 (stereo not given)
  -2, i, 0, i, -6, i, i, i, i, i, i
OCCNc1cnc2ccccc2n1
  12, i, 7, i, -11, i, i, i, i, i, i
O=c1cnnc(N/N=C/c2c[nH]c3ccccc23)[nH]1
  1, i, -2, i, 0, i, i, i, i, i, i
Cc1ccc(Nc2cc(=O)n(C3CCCCC3)c(=O)[nH]2)cc1C
  -3, i, 3, i, -4, i, i, i, i, i, i
O=C1C2CCCCC2C(=O)N1c1nccs1 (stereo not given)
  4, i, 2, i, -1, i, i, i, i, i, i
CCNC(=S)N/N=C/c1cccs1
  -3, i, -2, i, -10, i, i, i, i, i, i
COc1ccc(CC(=O)N/N=C\c2cc(Br)c(O)c(Br)c2)cc1
  1, i, 4, i, -8, i, i, i, i, i, i
Cc1[nH]c(=O)nc(SCc2cccc(Cl)c2)c1C#N
  -15, i, 0, i, -12, i, i, i, i, i, i
COc1cc2nc(C3CCC3)n(NC(=O)COc3ccccc3)c(=O)c2cc1OC
  -8, i, 0, i, -12, i, i, i, i, i, i
O=C(/C=C/c1cn(-c2ccccc2)nc1-c1ccc2c(c1)OCCO2)NCCO
  0, i, -9, i, -24, i, i, i, i, i, i
Cc1csc(NC(=O)c2cc3c(s2)CCC3)n1
  23, i, 10, i, -1, i, i, i, i, i, i
Cc1cc(N2CCN(C(=O)c3ccco3)CC2)n2ncnc2n1
  4, i, -1, i, -6, i, i, i, i, i, i
Cc1ccccc1OCC(=O)Nc1ccc(S(=O)(=O)Nc2ccccn2)cc1
  9, i, 2, i, -3, i, i, i, i, i, i
